Screens as filed in PubChem.
TDP1 cell noCPT = qHTS for Inhibitors of human tyrosyl-DNA phosphodiesterase 1 (TDP1): qHTS in cells in absence of CPT | DT40 Tdp1-/- hTDP1 cells, no CPT, ATP luminescence, 48 h | Potency, µM (top dose mostly 46.2 µM), for the others: at the highest dose activity change, negative = growth inhibition, usual class: inhibitors | 15% of 420,000 active; also: nearly all actives have a fitted effect of over 55% in size
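Compound effects on proliferation are scored in DT40 Tdp1-/-;hTDP1 cells in the absence of CPT. ATP levels (CellTiter-Glo luminescence) are recorded after a ≥48 hr, 37 °C incubation.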
TDP1 block = qHTS Assay for Inhibitors of Tyrosyl-DNA Phosphodiesterase (TDP1); 0.28% of 350,000 active; Potency, µM (highest dose often 130 µM), inactives show at the top dose activity change, negative = inhibition, hits mostly inhibitors; recombinant TDP1, AlphaScreen DNA substrate cleavage; AID 485290, 2010; Tyrosyl-DNA phosphodiesterase 1 (Homo sapiens), Q9NUW8; also: nearly all actives have a fitted effect of over 40% in size
Target sequence (Q9NUW8 whole entry, looked up): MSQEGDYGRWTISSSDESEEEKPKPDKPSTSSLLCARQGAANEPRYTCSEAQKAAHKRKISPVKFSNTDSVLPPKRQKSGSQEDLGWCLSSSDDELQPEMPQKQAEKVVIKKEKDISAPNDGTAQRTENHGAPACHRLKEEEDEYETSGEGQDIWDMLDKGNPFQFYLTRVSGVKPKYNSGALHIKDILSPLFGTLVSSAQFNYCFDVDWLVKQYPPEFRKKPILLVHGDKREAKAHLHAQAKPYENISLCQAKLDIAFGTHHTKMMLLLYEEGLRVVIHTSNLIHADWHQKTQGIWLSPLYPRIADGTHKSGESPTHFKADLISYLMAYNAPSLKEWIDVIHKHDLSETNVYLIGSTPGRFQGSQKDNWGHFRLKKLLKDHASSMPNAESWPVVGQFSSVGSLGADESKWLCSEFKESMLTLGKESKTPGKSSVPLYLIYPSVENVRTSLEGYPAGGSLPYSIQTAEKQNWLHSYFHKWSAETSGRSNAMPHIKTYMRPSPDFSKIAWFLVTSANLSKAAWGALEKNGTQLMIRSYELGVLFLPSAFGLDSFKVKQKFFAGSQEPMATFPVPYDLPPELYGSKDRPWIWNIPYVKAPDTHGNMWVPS
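Recombinant E. coli-expressed Tdp1 (1 nM) preincubated with compound 15 min at RT, then 5'-biotin/3'-phosphotyrosine-FITC DNA substrate (15 nM) added for 5 min. AlphaScreen beads (10 ug/ml) added, 10 min RT; tyrosine-FITC cleavage read as signal loss.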
TDP1 cell CPT = qHTS for Inhibitors of human tyrosyl-DNA phosphodiesterase 1 (TDP1): qHTS in cells in presence of CPT; 12% of 420,000 active; AID 686979, 2013; Potency, µM (doses to about 46.2 µM), for the others: top-dose activity change, negative = growth inhibition, most hits filed as inhibitors; chicken DT40 Tdp1-/-;hTDP1 cells + 20 nM CPT, ATP luminescence, 48 h; also: nearly all actives have a fitted effect of over 55% in size
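Cell growth measured by CellTiter-Glo luminescence after a minimum 48 h, 37 C compound exposure with 20 nM CPT in Tdp1-knockout DT40 cells stably expressing hTDP1, seeded 400/well; qHTS titration format.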
Active calls of the source: *; u = inconclusive; x = no result given; & = joins results of further samples; [ ] = remark or other dose. Calls follow the shape of the dose curve; as a rule, active = well fitted curve in the direction sought with a large enough effect; inconclusive = small, poorly fitted or top-dose-only effect, or another doubt; inactive = no such curve, though single readings can be large; an effect the other way counts as inactive or inconclusive. % is scaled to controls: 0 for no effect and ±100 for the full control effect; potency is read from the fitted curve at half-maximal effect. Rows are unselected; overall some 18% were active at least once.

SMILES	TDP1 cell noCPT	TDP1 block	TDP1 cell CPT
Cc1cccc(-c2noc(-c3cc(-c4ccc(F)cc4)n[nH]3)n2)c1	u	3%	-14%
CCCn1c(=N)n(CC(=O)C(C)(C)C)c2ccccc21	u	5%	u
O=C1CCCC2=C1C(c1ccc(Cl)cc1)n1c(s/c(=C\c3ccc4ccncc4c3)c1=O)=N2 (stereo not drawn)	21µM*	2%	u
CCC(=O)NC(NC(=S)Nc1ccc(S(N)(=O)=O)cc1)C(Cl)(Cl)Cl (stereo not drawn)	-1%	-3%	-5%
CCOC(=O)c1sc(NC(=O)c2cc3nc(-c4ccccc4)cc(C(F)(F)F)n3n2)c(C(=O)OCC)c1C	-20%	2%	-20%
C[C@H](CO)N1C[C@H](C)[C@@H](CN(C)S(=O)(=O)c2ccccc2C#N)OCc2cn(nn2)CCCC1=O	2%	x	12%
FC(F)(F)c1ccc(Cl)c(NC(=S)N/N=C/c2ccccc2C(F)(F)F)c1	u	-6%	u
COc1ccc([C@H]2CC(=O)C=C(/C=C/Cc3ccccc3)C2)cc1	u	1%	u
Cc1nc(CNC(=O)C2CCC(=O)N(Cc3cccc(F)c3)C2)sc1C (stereo not drawn)	18%	-1%	-6%
NC(=O)C1CCCN(C(=O)NC2CCCCC2)C1 (stereo not drawn)	1%	2%	2%
O=C(O)C1Cc2ccccc2CN1C(=O)CCl (stereo not drawn)	3%	u	17%
C=CCn1c(P(=O)(O)c2ccccc2)nc2ccccc21	1%	-1%	1%
O=[N+]([O-])c1cc(-c2csc(NCCc3nc4cc(Cl)c(N5CCCCC5)cc4n3CCCO)n2)ccc1Cl	16µM*	x	u
CCN(CC(=O)Nc1c(F)cccc1F)C(=O)c1ccc(C#N)cc1	-7%	x	0%
CC[C@H](C)[C@H](NC(N)=O)C(=O)OCC(=O)NCc1ccc(Cl)cc1	-25%	5%	4%
O=C(Nc1ccc(Cl)cc1)Nc1cc(S(=O)(=O)N2CCOCC2)ccc1N1CCCC1	u	-7%	u
CCOc1ccccc1NCc1cc(=O)oc2cc(C)c(O)cc12	-15%	x	u
Cc1cc2cc(CN(Cc3cccs3)C(c3nnnn3C(C)(C)C)C(C)C)c3nnnn3c2cc1C (stereo not drawn)	9.2µM*	0%	15µM*
O=S(=O)(Nc1ccc2c(c1)OCCO2)c1cccc2nsnc12	0%	6%	0%
CCC(=O)Nc1ccc2nc(C3CC3)n(Cc3ccc(C(C)(C)C)cc3)c(=O)c2c1	15µM*	x	18µM*
NN=C1c2ccccc2C(=O)C1C(=O)C(c1ccccc1)c1ccccc1 (stereo not drawn)	-10%	x	3%
CC(=O)NC(CC(=O)Nc1ccc(S(=O)(=O)N2CCCC2)cc1)c1ccccc1 (stereo not drawn)	7%	2%	-21%
CCCCCCCCCCCCCC[n+]1ccc(C)cc1	0.38µM*	x	0.42µM*
COc1ccc(CCC(=O)N2c3ccccc3N=C(c3ccc(C(F)(F)F)cc3)C2C(=O)NC(C)(C)C)cc1 (stereo not drawn)	u	x	u
Cc1c(CCC(=O)NCCCN2CCCC2=O)c(=O)oc2c(C)c(O)ccc12	2%	x	-1%
Next entries follow:
SMILES	TDP1 cell noCPT	TDP1 block	TDP1 cell CPT
Brc1ccc(-c2nnc(-c3cccnc3)o2)cc1	-6%	x	-8%
Cc1onc(-c2c(F)cccc2Cl)c1C(=O)NNC(=O)C1CCN(Cc2ccccc2)CC1	2%	3%	-1%
CCn1ccnc1CN(C)Cc1nc(-c2ccc(C(=O)OC)cc2)no1	-18%	x	-29%
COc1ccccc1N1CCN(CC(=O)Nc2c(C)n(C)n(-c3ccccc3)c2=O)CC1	-15%	-6%	-9%
C/C(Cl)=C/Cn1c(NCCN(C)C)nc2c1c(=O)n(C)c(=O)n2C	-4%	4%	-1%
CCOc1ccc(CN2CCc3nc(N4CCN(c5ncccn5)CC4)ncc3C2)cc1OC	u	-6%	21µM*
Cc1ccc(S(=O)(=O)NCCC(=O)N2CC(C)OC(C)C2)cc1C (stereo not drawn)	0%	x	7%
CCc1cccc(NC(=O)CCS(=O)(=O)c2ccc(Br)cc2)c1	29µM*	x	23µM*
COc1ccc(NC(=O)Cc2cccs2)cc1S(=O)(=O)N1CCCCC1	-21%	-2%	-6%
CCc1ccc(-n2nc(C)c3c(C(=O)N4CCN(c5cccc(Cl)c5)CC4)cc(C)nc32)cc1	21µM*	3%	u
Cc1cccc(S(=O)(=O)N2CCCc3ccccc32)c1	u	x	26µM*
Clc1ccc(-c2nnc(SCc3cn4ccsc4n3)n2CC2CCCO2)cc1 (stereo not drawn)	-27%	2%	-18%
Nc1c(-c2ccccc2)nc2ncccn12	0%	x	8%
Cc1onc(-c2ccccc2Cl)c1C(=O)N1CCOC12CCCCC2	-11%	-5%	u
CCN1C(=O)N[C@H](c2ccccc2)C(C(C)=O)=C1C	-27%	5%[12.3 µM]	-5%
Clc1ccc(N2CCN(c3nc4nonc4nc3N3CCSCC3)CC2)nc1	-23%	6%	-14%
O=C(N/N=C/C=C/c1cccc([N+](=O)[O-])c1)c1ccncc1	u	x	u
CCOc1ccccc1OCCCC(=O)NNC(=O)c1cc(C)oc1C	-2%	0%	-8%
COc1ccc(C(=O)N[C@H](C(=O)OCCCOC(=O)[C@@H](NC(=O)c2ccc(OC)cc2)C(C)C)C(C)C)cc1	u	x	23µM*
O=C(CSc1cccc2cccnc12)Nc1cccc(S(=O)(=O)N2CCOCC2)c1	-4%	2%	0%
COc1cccc(NC(=O)C(=O)NCCC2CCCCN2S(=O)(=O)c2ccccc2)c1 (stereo not drawn)	u	0%	u
COc1ccc(N)cc1S(=O)(=O)Nc1ccccc1Cl	1%	x	13%
Cc1ccnn1CCC(=O)N1CCCC(CCC(=O)NCc2ccccc2F)C1 (stereo not drawn)	-7%	-3%	17%
CC(=O)c1cccc(NC(=O)c2ccc3nc(C(C)C)oc3c2)c1	16µM*	2%	u
O=C(COC(=O)c1cccc(S(=O)(=O)N2CCCC2)c1)Nc1cccc(Br)c1	-5%	x	-12%
(more compounds)
SMILES	TDP1 cell noCPT	TDP1 block	TDP1 cell CPT
CC(C)CC(/C(O)=C(\C#N)c1nc2ccccc2[nH]1)N1C(=O)c2ccccc2C1=O (stereo not drawn)	-23%	9%	-17%
O=C(Nc1nc2ccc(C(=O)N3CCCCC3)cc2s1)C1CCCCC1	4.1µM*	4%	2.6µM*
Cc1cc(Nc2ccccc2Cl)c2ccccc2n1	13µM*	x	23µM*
Cc1ccc(-c2cc3nc(-c4ccccc4)cc(N4CCC5(CC4)OCCO5)n3n2)cc1	18µM*	-13%[56.1 µM]	16µM*
COC(=O)C1=C(C)N(Cc2ccccc2)C(=NCc2cc(OC)c(OC)c(OC)c2)N[C@H]1c1cccc(F)c1	8.2µM*	x	12µM*
O=c1sc2ccccc2c(N2CCN(c3ccccc3)CC2)c1[N+](=O)[O-]	-10%	3%	0%
CCc1ccc([C@@H]2CC(=O)[C@@H]3CN(S(=O)(=O)c4ccc(C)cc4)[C@H](c4ccc(Cl)cc4)C[C@@H]3N2S(=O)(=O)c2ccc(C)cc2)cc1	8%	x	-5%
COCCNC(=O)CN1CCC(NC(=O)Nc2ccccc2)CC1	9%	2%	-4%
Cc1ccc(OCC(=O)N/N=C\c2cccs2)c([N+](=O)[O-])c1	-3%	3%	-2%
CCc1nc(N2CCN(C(=O)CCCl)CC2)c2c3c(sc2n1)CCCC3	u	x	u
C[C@H](NC(=O)c1ccco1)C(=O)N1CCCC1	-3%	0%	-1%
CC(C)(C)NC(=O)C(c1ccncc1)N(Cc1cccs1)C(=O)c1csnn1 (stereo not drawn)	1%	x	-2%
COc1cccc(CNC(=O)C(NS(=O)(=O)c2ccc3c(c2)CCN3C(C)=O)C(C)C)c1 (stereo not drawn)	u	-2%&5%	13%&0%
c1ccc(CN2CCC3CC2c2ccc(N4CCOCC4)cc23)cc1 (stereo not drawn)	-30%	x	-10%
N#C/C(=C\c1ccc(Cl)cc1)C(=O)NCC1CCCO1 (stereo not drawn)	u	-4%[12.3 µM]	u
COc1ccc(/C=C/C2=NNC(=O)CC2)cc1	-9%	6%	12%
CN1CCc2c(sc3c2C(=O)NC(c2ccc(OC(=O)c4ccc(C(C)(C)C)cc4)cc2)N3)C1 (stereo not drawn)	u	-7%[12.3 µM]	u
Cc1cc(=O)oc2c3c(cc(OCC(=O)N[C@@H](C)C(=O)O)c12)OC(C)(C)CC3	13%	x	2%
CCOC(=O)CC1C(=O)NCCN1C(=O)COc1ccc(Br)cc1C (stereo not drawn)	-1%	-3%	-4%
OC[C@H]1OC(O)C[C@@H](O)[C@@H]1O (stereo partly drawn)	5%	x	3%
COc1ccc(/C=C/C(=O)c2c(C)cc(C)[nH]c2=O)c2ccccc12	u	x	u
Cc1cc(C)n(-c2ccc(C(=O)OCC(=O)Nc3ccc([N+](=O)[O-])cc3)cc2)n1	-15%	3%	0%
O=c1[nH]c(Cc2ccccc2)nc2scc(-c3ccccc3)c12	u	-3%	u
Cc1ccc(Cl)cc1N1CCN(C(=O)c2cn(C)c3ccc(S(=O)(=O)N4CCC(C)CC4)cc3c2=O)CC1	-16%	-9%	1%
Cc1sc2nc(CN(Cc3cccs3)C(=O)NC3CCCCC3)[nH]c(=O)c2c1C	u	4%	23µM*

4 entries from above, as labelled records:
canonical_smiles: Cc1cc(Nc2ccccc2Cl)c2ccccc2n1
  TDP1 cell noCPT = 13µM* | TDP1 block = x | TDP1 cell CPT = 23µM*

canonical_smiles: C=CCn1c(P(=O)(O)c2ccccc2)nc2ccccc21
  TDP1 cell noCPT = 1% | TDP1 block = -1% | TDP1 cell CPT = 1%

canonical_smiles: Cc1nc(CNC(=O)C2CCC(=O)N(Cc3cccc(F)c3)C2)sc1C (stereo not drawn)
  TDP1 cell noCPT = 18% | TDP1 block = -1% | TDP1 cell CPT = -6%

canonical_smiles: Cc1sc2nc(CN(Cc3cccs3)C(=O)NC3CCCCC3)[nH]c(=O)c2c1C
  TDP1 cell noCPT = u | TDP1 block = 4% | TDP1 cell CPT = 23µM*

(continued)
SMILES	TDP1 cell noCPT	TDP1 block	TDP1 cell CPT
O=C(O)c1ccc(N2CC3CC(C2)c2cccc(=O)n2C3)c(NC(=S)Nc2ccc(Br)cc2)c1 (stereo not drawn)	u	-11%	u
CC(=O)c1ccccc1Oc1nc(CN2CCOCC2)nc2scc(-c3cccs3)c12	u	5%	u
CN(CC1COc2ccccc2O1)C(=O)c1ccc(N(C)C)cc1 (stereo not drawn)	0%	5%	0%
COc1cc2c(cc1OC)C(=O)C(Br)CC2 (stereo not drawn)	4.6µM*	x	3.7µM*
CCCC(=O)N1CCC1(C)C(=O)Nc1cccc(F)c1 (stereo not drawn)	-20%	x	-25%
Cc1ccc(CSc2nc3[nH]ncc3c(=O)[nH]2)cc1	u	5%	u
Nc1c(Cl)cc(-c2csc(N3CCCC3c3nc4cc(Cl)c(Cl)cc4n3CCOCCO)n2)cc1Cl (stereo not drawn)	-8%	x	u
CCOC(=O)CNC(c1ccccc1)c1cc(Br)ccc1NC(C)=O (stereo not drawn)	u	5%	u
COc1ccc(C2C3=C(CCCC3=O)Nc3nc(C(F)(F)F)nn32)cc1OC (stereo not drawn)	-26%	7%	-2%
CCc1nc2ccc(C(=O)Nc3ccc4c(c3)OCC(=O)N4)cn2c1N(C)C(=O)C1CCCCC1	u	x	u
Cc1noc(NS(=O)(=O)c2ccc(NC(=O)c3ccc(Br)o3)cc2)c1C	-11%	6%	-11%
CCCCCCCCSc1nnc(CSc2nc3nc(C)cc(C)n3n2)o1	u	1%	u
Cc1csc(Sc2ccc(C(=O)OCC(=O)Nc3ccc(OC(F)(F)F)cc3)cc2[N+](=O)[O-])n1	u	10%	-14%
COc1ccccc1-c1sc2ccccc2c1C#Cc1ccc(N(C)C)cc1	u	-4%	-23%
Cc1ccc(NC(=O)COC(=O)Cc2ccc(Br)cc2)cc1S(=O)(=O)N1CCOCC1	-12%	1%	-1%

Results in TDP1 cell noCPT and TDP1 cell CPT, for some of the entries so far:
Structure	TDP1 cell noCPT	TDP1 cell CPT
CC(=O)c1ccccc1Oc1nc(CN2CCOCC2)nc2scc(-c3cccs3)c12	u	u
CN(CC1COc2ccccc2O1)C(=O)c1ccc(N(C)C)cc1 (stereo not drawn)	0%	0%
